# Scp-1 inhibitor – Scp-1 (human) phosphatase inhibition; Q9GZU7; 340,000 compounds, 0.88% hits; Recombinant Scp1, phosphopeptide, malachite green phosphate absorbance; inhibition, % at 20 µM;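 active = inhibition above about 50% at 20 µM, limit read from the data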;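 note: plate controls were DMSO wells with enzyme for no effect and wells lacking enzyme for full effect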
# Target sequence (Q9GZU7 76-261 limits assumed): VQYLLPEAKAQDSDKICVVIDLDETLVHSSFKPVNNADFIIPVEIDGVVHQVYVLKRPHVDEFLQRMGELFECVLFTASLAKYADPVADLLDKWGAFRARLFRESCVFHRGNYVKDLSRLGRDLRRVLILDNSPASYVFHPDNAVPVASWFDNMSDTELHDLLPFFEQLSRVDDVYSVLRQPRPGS
#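 Material: truncated SCP-1 phosphatase (76-261aa) / Buffer or medium: 50 mM Tris acetate pH 5.5, 0.005% Tween-20, 10 mM MgCl2 / Compound dosing: one concentration, 20 µM, with 1.0% DMSO / Incubation: 45 min room-temperature reaction, 5 min colour, 30 min stabiliser / Detection: colorimetric free-phosphate detection, absorbance 630 nm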
# SUMO1 PPI mod – SUMO1-SIM interaction modulation | AID 602429 | inhibition, % at 20 µM | 360,000 compounds, 0.33% hits | P63165 | SUMO1 binding to a labelled peptide, TR-FRET, 1 h; in the data active = inhibition above about 37%
# TbMetRS inhib – Trypanosoma brucei MetRS inhibition; purified T. brucei MetRS, ATP depletion, Kinase-Glo luminescence; inhibition, % at 11.9 µM; 360,000 compounds, 0.4% hits;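 active = inhibition above a per-plate cutoff of the control wells' mean inhibition plus 3 SD, cut at about 5.5% in these data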;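 note: 0% = DMSO wells median and 100% = median of wells with control inhibitor compound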
#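 Dosing: 11.9 µM single point; system: parasite MetRS enzyme; technique: luminescence of leftover ATP; times: 15 min enzyme-compound preincubation, 2 h reaction, 10 min detection, 25 °C; replicates: each compound tested once; read-out basis: percent inhibition relative to median high and low control wells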
# E coli Lon inh – inhibitors of E. coli Lon protease; P0A9M0; purified E. coli Lon protease, fluorescence polarization; inhibition, % at 7.94 µM; 360,000 compounds, 0.42% hits; AID 602123; in the data active = inhibition above about 13%, passing the limit was not always enough;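 note: 0% = enzyme with probe and DMSO and 100% = no enzyme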
# LMPTP inh – LMPTP (human) inhibition; P24666; recombinant LMPTP-A, OMFP fluorogenic substrate, fluorescence intensity; inhibition, % at 20 µM; 360,000 compounds, 0.22% hits; AID 651560;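 active = compounds that cut the enzyme signal by at least half of the control window in the single-dose screen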;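 note: plate controls were DMSO wells with enzyme plus substrate for no effect and substrate without enzyme for full effect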
#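 Test system: LMPTP-A phosphatase enzyme; input: 0.625 nM LMPTP-A final; reagent: OMFP substrate, 400 µM final; compound dosing: 20 µM single dose, 3% DMSO; incubation: 50 min dark incubation at room temperature; measured by: endpoint fluorescence intensity from OMFP dephosphorylation; measure: % inhibition relative to no-enzyme and uninhibited control wells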
# MsrA inhibitor – inhibits bovine methionine sulfoxide reductase A | purified bovine MsrA, absorbance read-out | AID 651718 | 360,000 compounds, 0.75% hits | inhibition, % at 15.5 µM; in the data active = inhibition above about 4.5%;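 note: 0% = vehicle wells with enzyme and 100% = reference inhibitor wells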
# NRP1-CendR mod – alters CendR peptide binding to human NRP-1. O14786. FAM-RPARPAR peptide binding to NRP-1, fluorescence polarization. inhibition, % at 25 µM. 360,000 compounds, 0.85% hits. AID 602438;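 active = inhibition or corrected inhibition above about 18%, plus a signal ratio from 0.5 to 1.5, limit read from the data, passing the limit was not always enough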; note: strong numbers were not always called active
# Target sequence (O14786 whole entry, looked up): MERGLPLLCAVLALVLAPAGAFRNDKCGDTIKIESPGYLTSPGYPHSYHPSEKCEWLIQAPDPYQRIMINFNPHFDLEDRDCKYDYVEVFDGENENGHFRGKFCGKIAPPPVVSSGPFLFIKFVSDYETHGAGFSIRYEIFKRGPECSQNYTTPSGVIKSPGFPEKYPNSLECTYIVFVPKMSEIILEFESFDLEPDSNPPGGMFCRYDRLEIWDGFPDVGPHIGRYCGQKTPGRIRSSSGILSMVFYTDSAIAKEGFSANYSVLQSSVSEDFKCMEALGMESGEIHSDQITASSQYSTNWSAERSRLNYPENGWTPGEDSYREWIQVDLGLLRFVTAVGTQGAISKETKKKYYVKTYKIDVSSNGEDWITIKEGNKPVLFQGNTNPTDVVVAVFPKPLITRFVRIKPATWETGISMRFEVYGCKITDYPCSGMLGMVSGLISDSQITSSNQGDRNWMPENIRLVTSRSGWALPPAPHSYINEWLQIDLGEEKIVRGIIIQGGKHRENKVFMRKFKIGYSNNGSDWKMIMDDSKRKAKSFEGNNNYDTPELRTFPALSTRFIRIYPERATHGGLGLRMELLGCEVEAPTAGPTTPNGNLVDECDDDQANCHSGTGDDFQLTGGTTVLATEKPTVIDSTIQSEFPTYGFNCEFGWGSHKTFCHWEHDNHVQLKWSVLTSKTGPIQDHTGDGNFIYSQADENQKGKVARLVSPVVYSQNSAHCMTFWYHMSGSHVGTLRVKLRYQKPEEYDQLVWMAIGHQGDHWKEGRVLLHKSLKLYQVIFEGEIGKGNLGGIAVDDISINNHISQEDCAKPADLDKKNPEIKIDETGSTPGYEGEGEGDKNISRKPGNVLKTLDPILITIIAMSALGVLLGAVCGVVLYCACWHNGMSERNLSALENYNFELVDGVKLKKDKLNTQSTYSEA
# DNMT1 block – inhibitors of human DNMT1 | P26358 | DNMT1 molecular beacon, Hinp1I cleavage, fluorescence | inhibition (reported as % activation of signal), % at 10 µM | 360,000 compounds, 0.83% hits | AID 588458; in the data active = inhibition above about 50%
# bovine MsrA act – bovine methionine sulfoxide reductase A activation; purified bovine MsrA, absorbance read-out; AID 602163; 360,000 compounds, 0.3% hits; activation, % at 10.6 µM; in the data active = activation above about 7.5%;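 note: 0% = vehicle and 100% = reference activator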
# STEP block – blocks human striatal-enriched tyrosine phosphatase; recombinant STEP, OMFP fluorogenic substrate, fluorescence; inhibition, % at 20 µM; 360,000 compounds, 0.25% hits;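 active = inhibition at 20 µM, scaled per plate between control wells, above about 37%, limit read from the data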;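 note: 0% = DMSO with enzyme and substrate and 100% = substrate only without enzyme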
#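 Test system: STEP tyrosine phosphatase / Reagent: OMFP at 25 µM / Doses: 20 µM, 1% DMSO / Read-out: percent inhibition scaled to no-enzyme and uninhibited-enzyme controls, plate-pattern corrected / Detection: FITC-channel fluorescence of OMFP product / Medium: Bis-Tris buffer pH 6.0, 2.5 mM DTT, 0.005% Tween 20 / Schedule: 20 min at room temperature, dark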
# * = called active by the depositor; nt = no result given.
SMILES,Scp-1 inhibitor,SUMO1 PPI mod,TbMetRS inhib,E coli Lon inh,LMPTP inh,MsrA inhibitor,NRP1-CendR mod,DNMT1 block,bovine MsrA act,STEP block
CC(C)=N/N=C1/NC(=O)C(c2ccc(Cl)cc2)S1 (stereo unspecified),-10.4,1.0,-0.2,-20.3,-0.6,0.0,-6.0,1.1,-3.1,-2.7
Cc1onc(-c2ccccc2Cl)c1C(=O)N(C)Cc1ccccc1,-12.8,-0.3,0.2,4.0,-2.4,0.6,-8.5,-2.6,-0.9,-0.3
CCCCn1nnnc1C(c1cccc2ccccc12)N1CCN(C/C=C/c2ccccc2)CC1 (stereo unspecified),nt,2.5,-0.3,-7.5,6.7,0.6,6.6,-15.2,-1.1,-1.0
CC1=C(C(=O)N2CCOCC2)C(c2ccc(-c3ccccc3)cc2)NC(=S)N1 (stereo unspecified),-2.9,-3.3,-0.3,-4.8,-1.1,-0.9,1.1,2.7,-3.6,-3.4
CS(=O)(=O)N(CC(=O)N1CCN(Cc2ccccc2)CC1)c1ccccc1Br,-5.1,2.0,-0.8,2.0,-0.2,-0.7,6.9,-1.6,-3.1,-1.0
O=C(Cn1nc(C(F)(F)F)c2c1CCCC2)Nc1ccc2c(c1)OCO2,-6.6,-0.4,1.3,-0.9,-0.3,0.3,2.4,-4.8,-2.0,-2.5
Cc1ccc(-c2nn(C)c(=O)c3ccccc23)cc1S(=O)(=O)NCCN1CCOCC1,14.5,1.4,-0.1,-10.8,0.4,-0.7,-3.1,7.0,1.1,1.1
C/C(=N\NC(=O)c1nnn(-c2nonc2N)c1CN1CCCCC1)c1ccccc1O,-4.7,-2.6,0.5,-5.7,-0.6,2.0,-9.8,1.0,-2.7,-1.2
Cc1ccc(C(C)C)c(OCC(=O)Nn2c(=O)[nH]c3ccccc3c2=O)c1,-6.8,-1.8,-0.3,-44.2,1.8,-0.2,5.4,5.1,-6.9,1.9
CC(=O)Nc1ccc(NC(=O)CSc2nc(=O)n(CCCN3CCOCC3)c3c2CCC3)cc1,nt,-0.8,-0.3,-1.5,0.1,0.2,3.2,-1.2,-7.2,1.7
COc1cc(/C=N/NC(=O)Cn2ccc(C(F)(F)F)n2)cc(OC)c1OC,-4.0,-3.9,-0.1,-5.5,-1.0,0.2,7.8,-1.9,-3.8,-0.1
O=C(COC(=O)/C=C/c1ccc(Cl)c(Cl)c1)NC1CCS(=O)(=O)C1 (stereo unspecified),-6.8,-19.8,-0.4,3.7,-0.8,1.2,-14.2,-2.1,5.9,1.3
CCC1CCCCN1Cc1c(O)ccc2c(=O)c(-c3ccccc3)coc12 (stereo unspecified),-2.2,0.1,-1.3,-2.8,-1.4,2.9,1.9,0.1,1.4,-1.2
O=C(Nc1ccccc1NC(=O)c1ccc(F)cc1)c1ccc(F)cc1,-7.7,4.0,-0.4,-5.1,-1.4,-0.4,7.4,5.6,-1.2,1.3
Cc1cccc(N2CCN(c3nc4nonc4nc3N3CCSCC3)CC2)n1,-5.2,-4.0,-0.2,-3.0,1.5,-0.4,-2.1,0.7,-0.5,3.8
CCOc1cccc2cc(-c3nnc(NCc4ccc5c(c4)OCO5)s3)c(=O)oc12,1.4,0.7,-0.1,3.3,32.5,-0.1,1.1,69.6*,-4.0,3.4
CCOc1cc(C(=O)Nc2c(C)ccc3nsnc23)cc(OCC)c1OCC,-5.0,-6.7,0.0,-3.8,-1.2,1.5,-2.3,1.8,-0.9,0.0
CC(C)n1nnnc1C1c2ccccc2C(=O)N1CCOc1ccccc1 (stereo unspecified),nt,-2.0,-1.3,3.4,-1.7,0.5,-22.8,nt,-6.9,nt
CC(=O)c1c(C)[nH]c(C(=O)OCC(=O)Nc2cccc(S(=O)(=O)N(C)C)c2)c1C,0.6,3.6,-0.1,10.1,-0.4,-0.5,-11.8,1.4,-5.4,-1.4
Fc1ccccc1N1CCN(Cc2nc(-c3ccc(Cl)cc3Cl)no2)CC1,-2.9,-4.4,0.2,2.2,1.0,1.6,3.6,-4.1,0.7,4.5

# Exported with bars between the fields: entries from further up
smiles | Scp-1 inhibitor | SUMO1 PPI mod | TbMetRS inhib | E coli Lon inh | LMPTP inh | MsrA inhibitor | NRP1-CendR mod | DNMT1 block | bovine MsrA act | STEP block
CC(C)n1nnnc1C1c2ccccc2C(=O)N1CCOc1ccccc1 (stereo unspecified) | nt | -2.0 | -1.3 | 3.4 | -1.7 | 0.5 | -22.8 | nt | -6.9 | nt
CC(=O)c1c(C)[nH]c(C(=O)OCC(=O)Nc2cccc(S(=O)(=O)N(C)C)c2)c1C | 0.6 | 3.6 | -0.1 | 10.1 | -0.4 | -0.5 | -11.8 | 1.4 | -5.4 | -1.4
Fc1ccccc1N1CCN(Cc2nc(-c3ccc(Cl)cc3Cl)no2)CC1 | -2.9 | -4.4 | 0.2 | 2.2 | 1.0 | 1.6 | 3.6 | -4.1 | 0.7 | 4.5

# Continued.
SMILES,Scp-1 inhibitor,SUMO1 PPI mod,TbMetRS inhib,E coli Lon inh,LMPTP inh,MsrA inhibitor,NRP1-CendR mod,DNMT1 block,bovine MsrA act,STEP block
CC1CN(C(=S)Nc2cccc(F)c2)CC(C)O1 (stereo unspecified),-7.3,5.8,0.5,-10.8,-1.4,0.0,-6.8,1.6,-1.1,0.3
CCCCn1c(SCC(=O)Nc2nnc(C)s2)nnc1-c1ccoc1C,2.6,-1.9,0.0,-8.7,-0.1,1.1,2.3,-0.6,-3.8,-3.0
Cc1ccccc1NC(=O)COC(=O)CCc1ccccc1,-9.2,2.2,0.1,-1.3,0.2,0.4,-10.3,-1.5,-5.2,-2.6
O=C1C2CC=CCC2C(=O)N1c1ccc(N2CCN(c3ccccn3)CC2)c([N+](=O)[O-])c1 (stereo unspecified),-2.9,-35.2,-0.9,-6.5,1.3,-1.0,12.6,17.2,-3.2,0.2
CC(C)(C)c1ccccc1NC(=O)c1cc(-c2ccncc2)nc2ccccc12,-6.7,-15.5,0.0,-30.7,0.7,-0.8,-16.1,-1.9,0.6,3.2
CC/C(Cc1ccccc1)=N\NC(=O)c1cc([N+](=O)[O-])cc([N+](=O)[O-])c1,-6.0,-26.2,-0.1,-7.0,-2.2,3.3,-2.1,-1.6,-1.6,1.6
OCCNc1cc(-n2nc(-c3ccccc3)cc2-c2ccccc2)ncn1,-5.0,-1.3,0.0,-2.5,0.9,0.8,-7.9,-5.3,-2.6,-3.9
Cc1ccc(-c2nnc(Nc3ccc(CC(N)=O)cc3)c3ccccc23)cc1S(N)(=O)=O,2.2,-18.7,-0.2,-8.8,-0.1,3.2,0.1,2.8,-4.6,-3.1
Oc1ccc(Cl)cc1CNCc1cccc2ccccc12,-5.8,-3.3,-0.1,10.2,0.1,1.1,2.9,-0.5,-2.6,-1.2
Cn1cccc1/C=N/NC(=O)CNc1cccc2ccccc12,-4.2,-8.5,-0.4,1.1,1.0,0.7,18.6,-32.5,-3.1,1.1
CCOc1ccc(C(C)NC(=O)Nc2ccccc2C(=O)OC)cc1 (stereo unspecified),-6.5,0.8,-0.4,7.9,-0.3,0.1,-12.4,-2.1,1.0,0.4
C=CCn1c(C)cc(C(=O)COC(=O)c2n[nH]c(=O)c3ccccc23)c1C,21.3,-1.4,-0.1,-1.6,-1.7,-1.0,-5.6,0.9,-4.7,1.9
Nc1cc(=O)[nH]c(=O)n1Cc1ccccc1,-3.0,1.4,0.1,11.1,-1.5,-0.5,6.8,2.7,-4.0,-3.1
CCN(Cc1cc2ccccc2[nH]c1=O)C(=O)C1CCCCC1,0.2,-1.1,0.1,-5.0,-0.6,0.4,7.8,5.5,-4.2,-1.5
OC1c2cc(Cl)cc(Cl)c2N=C2CCCN21 (stereo unspecified),nt,-0.4,0.4,0.1,-0.4,0.0,-4.1,0.3,-2.4,-3.5
Cc1cccc(N2CCN(c3nnc(C(F)(F)F)s3)CC2)c1,-10.9,3.2,-0.1,-0.2,-0.1,-1.1,-7.0,-0.4,-1.6,1.5
CCn1ncc(C2=NOC(C(=O)Nc3c(C)nn(Cc4ccc(F)cc4)c3C)C2)c1C (stereo unspecified),1.2,2.0,-0.4,-3.1,-0.5,-0.5,1.8,2.5,-2.4,1.2
CCNS(=O)(=O)c1ccc(S(=O)(=O)N(Cc2ccccn2)C2CCCCC2)cc1,-2.0,-1.5,-0.1,5.2,0.0,0.4,4.3,2.4,-1.0,-0.4
C/C(CC(=O)Nc1cccc(Cl)c1Cl)=N\NC(=O)c1ccccc1Br,1.6,-1.8,-0.6,10.1,-0.4,0.6,7.4,0.2,-0.4,0.1
Cc1ccc(S(=O)(=O)N2CCOC23CCN(C(=O)c2ccc(Cl)cc2Cl)CC3)cc1,-6.8,6.0,-0.5,5.2,1.0,0.0,4.5,-3.7,-3.0,-1.7
O=C(COC(=O)c1cc(=O)[nH]c2ccccc12)NC1CCCC1,-4.7,-4.8,-0.9,-2.9,-1.0,-0.2,-10.6,-0.8,-4.8,0.6
CCOC(=O)C1=C(CS(=O)(=O)c2ccc(C)cc2)NC(=O)NC1c1cc(OC)c(OC)c(OC)c1 (stereo unspecified),-1.4,0.0,1.0,-1.3,-0.5,0.3,9.1,0.6,-0.8,-0.6
O=[N+]([O-])c1ccc2nonc2c1Nc1cccc(F)c1,-6.5,-29.6,-1.1,2.7,3.7,1.4,-2.3,4.5,-2.6,4.7
CCCCN(C)Cc1c(O)ccc2c(-c3ccccc3)cc(=O)oc12,-10.5,-22.7,-0.4,-1.4,-1.0,1.4,9.2,5.7,2.1,3.8
O=C(COC(=O)C1(c2ccccc2F)CCCC1)N1CCOCC1,0.5,-0.9,-0.7,-2.8,-1.0,-1.7,8.3,0.9,-3.2,1.2
COc1ccnc(N=CNOCc2ccc(C)cc2)c1C#N,-11.9,-2.1,-1.1,3.2,0.9,-1.0,-0.1,-0.3,-2.6,-0.4
CCCCOC(=O)c1ccc(NC(=O)COC(=O)CSc2nc(C)cc(C)n2)cc1,-4.9,2.2,-0.4,-9.5,0.4,-1.1,-17.5,-2.7,-0.6,1.8
COc1ccc(CNCC(=O)Nc2cc(OC)cc(OC)c2)cc1,5.2,0.6,-0.5,-1.5,-0.4,0.4,-7.9,1.6,-2.9,0.3
CCOC(=O)c1sc(NC(=O)c2c(C)nn(Cc3ccccc3)c2C)cc1C,-10.0,3.6,0.6,-1.8,3.4,-0.3,-9.4,-13.2,-1.1,-1.5
O=C(Nc1ccc(Cl)c(C(F)(F)F)c1)C(=O)N1CCCCC1,-10.7,3.2,0.1,-7.0,-0.4,0.8,-4.3,-0.9,-1.9,-2.9
CCn1cnc2cc(NS(=O)(=O)c3ccc(OC)c(OC)c3)ccc21,-4.5,-0.2,-0.3,-17.0,-0.8,-0.1,0.1,-5.0,-0.8,-1.3
